Compound activity: PubChem BioAssay, The Scripps Research Institute Molecular Screening Center
OXTR agonist: agonists of human oxytocin receptor; P30559; CHO-OTR cells, Fluo-8 calcium fluorescence; normalized: DMSO 0%, oxytocin 100%; activation, % at 3 µM; 0.32% of 320,000 active; AID 2435;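 active = activation above the mean of all tested compounds plus 3 SD, cutoff set per screening run, cut at about 20% in these data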;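 note: peak over basal fluorescence ratio from a 100 s FLIPR kinetic read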
OXTR potentiator: potentiators of human oxytocin receptor; CHO-OTR cells, Fluo-8 calcium fluorescence, potentiator mode; 0% = oxytocin EC15, 100% = EC100; activation, % at 3 µM; 0.061% of 320,000 active;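 active = activation above that plate's cutoff, the mean activation of tested compounds plus 3 SD, cut at about 6.6% in these data, passing the limit was not always enough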;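 note: 100% uses oxytocin at 75 nM as the full agonist control; some results filed as inactive read as strong as hits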
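Assay system: CHO cell line stably expressing human OTR | Also added: Oxytocin at about EC15, sub-maximal agonist stimulus | Times: Compound 6 min at room temperature before oxytocin, 100 s read | Measured by: Fluo-8 intracellular calcium fluorescence, ex 470-495, em 515-575 nm | Controls: EC15 oxytocin alone as 0%, 75 nM oxytocin as 100%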
CHO-K1 Ca ag: nonselective activator or artifact in parental CHO-K1 cells. Fluo-8 calcium fluorescence; scaled to maximal ATP response, vehicle zero. activation, % at 3 µM. 0.48% of 360,000 active. AID 602248; in the data active = activation above about 15%;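 note: untransfected CHO-K1 host cells lacking M1 receptor as counterscreen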
GPR7 antag: human neuropeptides B/W receptor 1 antagonism; GPR7-expressing cells, fluorescence antagonist assay; inhibition, % at 4.4 µM; 1.1% of 290,000 active; in the data active = inhibition above about 16%, passing the limit was not always enough;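 note: cells stimulated with the agonist NPW; 0% = agonist with vehicle and 100% = vehicle without agonist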
Target sequence (P48145 whole entry, looked up): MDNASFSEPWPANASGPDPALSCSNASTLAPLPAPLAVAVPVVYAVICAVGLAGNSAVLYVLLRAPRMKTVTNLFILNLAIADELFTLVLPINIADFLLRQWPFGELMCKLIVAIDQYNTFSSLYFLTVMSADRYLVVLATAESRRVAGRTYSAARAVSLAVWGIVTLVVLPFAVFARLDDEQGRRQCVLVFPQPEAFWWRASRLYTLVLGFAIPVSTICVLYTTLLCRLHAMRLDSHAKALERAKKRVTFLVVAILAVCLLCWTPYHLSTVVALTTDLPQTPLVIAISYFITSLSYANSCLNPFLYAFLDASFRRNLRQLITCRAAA
TAAR1 antagonist: human TAAR1 antagonism | 1.5% of 360,000 active | CHO RD-HGA16 TAAR1, Fluo-8 calcium fluorescence, antagonist | inhibition, % at 3 µM;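 active = inhibition above a per-plate cutoff, the mean inhibition of test compounds on that plate plus 3 SD, cut at about 49% in these data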;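 note: 0% = DMSO plus EC80 beta-PEA response and 100% = DMSO alone without agonist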
Target sequence (Q96RJ0 whole entry, looked up): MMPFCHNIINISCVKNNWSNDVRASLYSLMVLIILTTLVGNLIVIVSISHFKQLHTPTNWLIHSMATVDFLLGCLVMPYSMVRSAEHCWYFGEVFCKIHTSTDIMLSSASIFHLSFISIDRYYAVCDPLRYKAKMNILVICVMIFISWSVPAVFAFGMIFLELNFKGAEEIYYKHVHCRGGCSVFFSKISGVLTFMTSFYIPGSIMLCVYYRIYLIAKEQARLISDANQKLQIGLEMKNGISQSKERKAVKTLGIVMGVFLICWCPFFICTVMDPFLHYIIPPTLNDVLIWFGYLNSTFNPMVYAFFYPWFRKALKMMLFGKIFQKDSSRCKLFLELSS
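System: CHO RD-HGA16 cells bearing hTAAR1. Reagent: EC80 β-phenethylamine stimulus. Schedule: seeding 17-24 h prior, 75-min 37 °C, 30-min RT dye loading. Signal: Fluo-8 intracellular calcium dye fluorescence, real-time kinetic reads. Read-out: % inhibition from peak post-agonist over basal fluorescence ratio. Benchmarks: vehicle wells and EC80 agonist wells. Replicates: n of 1.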
M1 PAM parental: M1 PAM counterscreen hit in parental CHO-K1 cells; ATP EC20, Fluo-8 calcium fluorescence; 0% at ATP EC20, 100% at ATP max; activation, % at 3 µM; 0.02% of 360,000 active; AID 602247;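 active = activation above the run cutoff, the mean activation of all test compounds plus 3 SD, cut at about 40% in these data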;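 note: peak over basal fluorescence ratio in a 140 s read after ATP addition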
V1R ag counter: counter-screen for oxytocin receptor agonists: human V1a receptor agonists. 0.25% of 320,000 active. P37288. activation, % at 3 µM. CHO-V1R cells, Fluo-8 calcium fluorescence, agonist mode; 0% DMSO, 100% 3 nM vasopressin;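 active = activation above the mean activation of all tested compounds plus 3 SD, per screening run, cut at about 20% in these data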;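 note: signal is peak over basal fluorescence ratio across a 100 second FLIPR read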
Target sequence (P37288 whole entry, looked up): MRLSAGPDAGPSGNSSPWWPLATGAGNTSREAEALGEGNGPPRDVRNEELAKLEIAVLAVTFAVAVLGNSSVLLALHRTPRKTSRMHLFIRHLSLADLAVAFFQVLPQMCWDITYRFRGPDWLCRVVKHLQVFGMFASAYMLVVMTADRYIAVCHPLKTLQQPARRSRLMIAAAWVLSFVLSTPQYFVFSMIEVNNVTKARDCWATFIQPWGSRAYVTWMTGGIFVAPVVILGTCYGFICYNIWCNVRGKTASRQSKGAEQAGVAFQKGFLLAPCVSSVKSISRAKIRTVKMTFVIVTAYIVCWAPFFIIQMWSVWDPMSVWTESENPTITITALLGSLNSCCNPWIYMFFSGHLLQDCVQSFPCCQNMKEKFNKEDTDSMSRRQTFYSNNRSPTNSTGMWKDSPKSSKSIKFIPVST
CHO-K1 Ca antag: M1 antagonist counterscreen hit in parental CHO-K1 cells | ATP-induced calcium, Fluo-8 fluorescence | 0.6% of 360,000 active | inhibition, % at 3 µM | AID 602250;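 active = inhibition above a per-plate cutoff, the plate's mean sample inhibition plus 3 SD, cut at about 24% in these data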;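 note: 0% = DMSO plus EC80 ATP and 100% = DMSO alone without ATP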
CHO parental Ca: signal in parental CHO cells, OX1R antagonist counter-screen; inhibition, % at 5.6 µM; 0.63% of 330,000 active; parental CHO-K1, ATP-induced calcium, Fluo-8 fluorescence;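 active = inhibition above that plate's mean sample inhibition plus 3 SD, cut at about 26% in these data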;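 note: 0% = ATP-challenged DMSO wells and 100% = DMSO wells without ATP; some compounds past the cut are filed as inactive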
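Measured by: calcium-sensitive Fluo-8 fluorescence / Test system: CHO parental line / Controls: ATP-challenged DMSO wells low, unchallenged DMSO wells high / Measure: % inhibition / Compound: single nominal dose of 5.6 µM per compound / Replicates: single well per compound, no replicates / Reagent: ATP as calcium-mobilizing challenge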
Starred values were filed as active, the others as inactive; nt = no result given.

SMILES	OXTR agonist	OXTR potentiator	CHO-K1 Ca ag	GPR7 antag	TAAR1 antagonist	M1 PAM parental	V1R ag counter	CHO-K1 Ca antag	CHO parental Ca
CCOc1ccc(S(=O)(=O)NC(C)C)cc1C(N)=O	0.7	-1	0.8	5	-12	2	0.6	-1	-8
CCOC(=O)C1=C(C)Nc2ccccc2N=C1NC(=O)C(CC)c1ccccc1 (stereo unspecified)	-1.1	-14	0.2	-2	-23	12	-0.4	-2	-13
COc1ccc(S(=O)(=O)N2CCCN(CC(=O)Nc3ccc4c(c3)OCO4)CC2)cc1	3.2	-7	1.5	18	17	8	2.9	-3	-8
CN(CC(=O)Nc1cccc(F)c1)C(=O)CCNC(=O)c1ccc(Br)cc1	-0.4	0	0.0	-5	-14	-17	0.3	7	-13
CCC1=NN(C(=O)COc2ccccc2)C(O)(c2ccncc2)C1 (stereo unspecified)	3.7	-11	0.4	-8	-8	15	0.2	-5	10
Cc1cc(C)c(SSc2nnnn2-c2ccccc2)c(C)c1	nt	nt	-0.1	nt	-2	-5	nt	3	nt
Cc1nc2cc(-c3ccc(Cl)cc3)nn2c(C)c1CCC(=O)NCc1ccco1	-0.7	-3	0.8	-9	-27	14	-0.5	2	-12
CCC(C)Oc1nc(C)cc(C)c1S(=O)(=O)c1ccccc1C (stereo unspecified)	-2.0	-12	-0.6	-5	12	3	-1.2	-8	33
CCCc1n[nH]c(=O)c2c1nnn2Cc1ccccc1	-0.2	-7	2.0	-19	-29	14	-0.2	-13	-8
O=C(COc1ccccc1)Nn1cnc2ccccc21	-0.5	-2	0.1	22	-4	-7	-0.1	2	-10
COc1ccc(S(=O)(=O)N(C)C[C@H]2Oc3ccc(NS(=O)(=O)c4cn(C)cn4)cc3C(=O)N([C@H](C)CO)C[C@@H]2C)cc1	-0.1	-3	-0.2	nt	-22	-8	-0.6	2	-6
COc1cccc(C(=O)Nc2cccc3cccnc23)c1OC	-0.2	-11	-0.3	2	nt	-13	-0.5	19	-11
CCOC(=O)C1=CN(Cc2cccc(F)c2)S(=O)(=O)N(C)C1c1ccc(C(F)(F)F)cc1 (stereo unspecified)	nt	nt	1.0	nt	18	7	nt	-8	-7
Cc1ncsc1CCC(=O)N1CCCC(C(=O)c2ccc3c(c2)OCO3)C1 (stereo unspecified)	2.1	-5	3.5	-3	-15	4	1.6	-7	-7
Cc1cc(C)c(C)c(S(=O)(=O)Nc2ccccc2C(=O)NCCCn2ccnc2)c1C	nt	nt	0.5	-2	-11	16	nt	-4	nt
COc1cccc(NC(=O)CN(C)C(=O)c2cc3c(s2)CCCCC3)c1	1.3	-4	3.2	nt	-3	20	2.3	-23	-3
CCN(c1ccccc1)S(=O)(=O)c1ccc(OC)c(NC(=O)c2ccc(=O)[nH]c2)c1	0.9	-3	0.8	nt	-17	24	2.2	2	-6
COC(=O)C1(C)CCCC2(C)C1CCC13OCC(CC21)C(O)(C(C)C)C3O (stereo unspecified)	nt	nt	0.9	nt	2	22	nt	-10	nt
COc1ccccc1NC(=O)c1cc2ccccc2o1	-2.8	0	0.5	6	-7	11	-1.0	-8	-20
Cc1ccc(S(=O)(=O)N2CCCCC2)cc1NC(=O)COC(=O)c1cccn1C	1.9	-10	1.8	nt	10	12	1.7	3	-8
O=C(NCC1CCCO1)C(=O)N/N=C/c1c(F)cccc1Cl (stereo unspecified)	-1.2	4	-0.3	-14	8	21	1.3	-13	-4
CC(C)CN(CC(C)C)C(=O)CN1c2cccc3cccc(c23)S1(=O)=O	-0.3	-9	0.8	-4	-10	-11	-0.8	-14	-13
CCCn1c2c(c(O)c(C(=O)NCc3ccccc3)c1=O)CCCC2	-0.5	-15	-0.3	-8	0	-2	0.1	7	-24
CN(CC(=O)Nc1ccc(Cl)cc1)C(=O)c1cccc(S(=O)(=O)N(C)C)c1	0.8	-7	5.0	-5	-7	16	1.2	-1	-5
Cc1ccc(-c2c(C#N)c(N)n(-c3ccccc3C)c(=O)c2C#N)cc1	nt	nt	1.6	nt	3	14	nt	-6	nt

New compounds follow
SMILES	OXTR agonist	OXTR potentiator	CHO-K1 Ca ag	GPR7 antag	TAAR1 antagonist	M1 PAM parental	V1R ag counter	CHO-K1 Ca antag	CHO parental Ca
COc1ccc2[nH]c3c(c2c1)CC(C)NC3=O (stereo unspecified)	nt	nt	0.1	-12	-8	-1	nt	-6	nt
O=C(COC(=O)c1ccc(F)cc1F)Nc1ccc2[nH]c(=O)[nH]c2c1	0.4	-7	0.0	-16	-1	-6	-0.5	5	4
Cc1cn([C@H]2C[C@H](O)[C@@H](CCC(=O)NCCCn3ccnc3)O2)c(=O)[nH]c1=O	nt	nt	0.3	nt	-2	17	nt	2	-1
CCN(CC)CCCNC(=O)c1ccc2c(SCC(=O)O)c3c(nc2c1)CCC3	0.1	-6	nt	-7	nt	nt	0.6	nt	-5
Cc1nn(Cc2c(F)c(F)c(F)c(F)c2F)c(C)c1NC(=O)c1c(-c2ccccc2)nn(-c2ccccc2)c1C	-1.1	-4	-0.1	-7	10	24	0.0	-11	-15
Cc1ccc(S(=O)(=O)N(CC(O)CN2CCCC2)c2ccccc2)cc1 (stereo unspecified)	0.1	0	-0.2	-8	-30	20	1.5	-26	-20
O=C(CSc1cn(Cc2ccccc2)c2ccccc12)Nc1nccs1	-2.4	-3	1.6	-8	8	5	0.7	6	7
CCn1cc(CN2CCC(C(=O)Nc3cccc(-c4cccc(F)c4)c3)CC2)cn1	1.6	-4	2.7	-2	-1	5	2.9	-2	1
CCOc1ccc(-n2c(C)cc(/C=C3/C(=N)N4C(=NC3=O)SN=C4S(C)(=O)=O)c2C)cc1	-0.2	-2	0.3	8	4	1	0.5	4	-3
O=C(CCSCc1ccc(Cl)cc1)NCCc1ccccc1	-1.7	0	0.8	0	5	13	0.0	0	-18
COCCCNC(=O)CNC(=S)N(Cc1ccccc1)Cc1cccnc1	-0.4	-24	-0.1	-5	-4	0	-0.4	-16	-2
CCN1CCN(c2nc3c(C)cccn3c(=O)c2/C=C(\C#N)S(=O)(=O)c2ccc(C)cc2)CC1	0.8	-8	1.4	-5	-3	20	0.3	-10	-11
O=C(c1ccc2nc[nH]c2c1)N1CCN(S(=O)(=O)c2cccc(Cl)c2)CC1	nt	nt	0.6	nt	14	-4	nt	13	nt
Cn1c(=NC(=O)c2ccccc2[N+](=O)[O-])sc2cc(S(C)(=O)=O)ccc21	0.7	-3	0.1	-8	-13	9	0.0	1	-3
Cc1cc2nc(-c3ccc(SCc4ccccc4C#N)nc3)[nH]c2cc1C	0.7	-1	2.8	-11	40	-8	1.1	-11	0
C=CCN=C(NC#N)SCc1ccccc1Cl	-0.7	-11	0.4	2	-1	13	0.3	1	-8
Cc1cc(N(CN2CCCC2=O)C(=O)c2ccccc2)no1	-0.2	3	0.4	-6	-4	10	0.1	-6	-1
Cc1noc(C)c1COc1ccc(CC(=O)NCc2ccccc2)cc1	-0.1	-25	0.8	18*	24	21	0.7	-14	-14
Cc1cccc(N=C2NC(=O)CS2)c1	-0.6	-9	-0.2	-16	-11	-5	0.7	2	-16
Cc1cc(C)c(S(=O)(=O)NCCC2CCCN2C)c(C)c1 (stereo unspecified)	-0.3	-6	0.3	-4	7	14	-0.8	-3	-4
Cc1cccc(NC(=O)NCCCCc2ccccc2)c1	-0.5	-4	4.3	-8	1	-8	3.9	2	4
Cn1nc(OC(=O)Nc2cccc(Cl)c2)cc1C(F)(F)F	11	-16	9.6	8	10	10	12	10	33
Cc1cc(C)n(C2=NS(=O)(=O)c3ccccc32)n1	0.5	-2	0.3	7	-10	-4	-0.2	7	-1
O=C1COc2ccc(C(=O)COC(=O)/C=C/c3cccc(F)c3)cc2N1	2.4	-2	1.2	3	-35	16	0.6	-15	-8
CCCCn1c(N)c(N(CC)C(=O)c2cccc(F)c2)c(=O)[nH]c1=O	-0.3	-3	1.4	7	-10	-5	1.7	-16	-6

Next section.
SMILES	OXTR agonist	OXTR potentiator	CHO-K1 Ca ag	GPR7 antag	TAAR1 antagonist	M1 PAM parental	V1R ag counter	CHO-K1 Ca antag	CHO parental Ca
Cc1ccc2nc(Cl)c(C3CC(c4ccco4)=NN3S(C)(=O)=O)cc2c1 (stereo unspecified)	-0.4	-1	0.1	6	4	17	0.3	-13	-9
CSc1ncccc1C(=O)NCc1nnc2ccccn12	1.5	4	-0.2	nt	5	12	1.1	-12	-10
O=C(NCCCCO)C(F)(F)C(F)(F)C(F)(F)C(=O)NCCCCO	0.2	-3	0.7	-10	-13	-8	0.6	20	6
Cc1ccc(F)c(NC(=O)c2c(-c3ccccc3)noc2C)c1	-1.1	-3	0.3	-19	-29	15	-0.8	-13	-1
CC(=O)c1ccccc1NC(=O)COC(=O)c1ccc2c(c1)nc(C)n2-c1ccccc1	-0.5	-4	nt	-9	nt	nt	-0.1	nt	-20
COc1ccc(S(=O)(=O)Nc2ccc3c(c2)CC(=O)N([C@H](C)CO)C[C@H](C)[C@H](CN(C)C(=O)Nc2ccc4c(c2)OCO4)O3)cc1	0.7	-3	0.0	nt	6	-5	1.6	-6	-10
O=c1c2ccccc2nc(SCc2nc3ccccc3s2)n1Cc1ccco1	1.1	0	1.0	-1	0	29	1.9	-27	-21
NS(=O)(=O)c1cccc(NC(=O)COC(=O)/C=C/c2nc3ccccc3s2)c1	0.1	2	0.4	nt	-10	22	0.5	-10	-9
CCOC(=O)Cc1csc(NC(=O)c2c(-c3c(Cl)cccc3Cl)noc2C)n1	0.5	-12	0.5	11	11	11	2.6	-5	-12
CCCc1cc(=O)[nH]c(SCC(=O)N2CCN(S(=O)(=O)c3ccc(C)cc3C)CC2)n1	-1.1	2	-0.3	-7	-3	2	-1.6	2	-17
C#CCOCCOCCOCCNc1nc(N2CCN(C(=O)CCCCCCCCCCNC(=O)[C@H](CCCCN)n3cc(CCO)nn3)CC2)nc(N2CCN(C(=O)CCCCCCCCCCNC(=O)[C@H](CCCCN)n3cc(C[C@@H](C)CC)nn3)CC2)n1	6.1	-13	nt	nt	nt	nt	25*	nt	54*
C/C(=N\NS(=O)(=O)c1ccc(Cl)cc1)c1ccc(NC(=O)c2ccco2)cc1	24*	-10	0.1	-13	13	-1	13	0	1
CCOc1ccccc1C1C2C(=O)N(c3ccccc3)C(=O)C2ON1c1ccccc1 (stereo unspecified)	-0.8	-7	2.7	3	50*	10	0.4	7	-10
COc1cc(C(=O)NC(=S)NCc2ccco2)cc(OC)c1OC	-1.7	-9	-0.1	-6	-8	-3	-1.3	-24	-5
Cc1c(C(=O)NC(=S)NCc2cccnc2)oc2ccccc12	0.2	0	0.5	0	-28	23	1.4	-17	-3

Compounds were not picked by outcome, and some 3.5% of all compounds hit somewhere here.
